Assay outcomes from PubChem BioAssay.
TGFb SMAD3 inh: TGF-b pathway inhibition; HepG2 CAGA-GFP TGF-b/SMAD3 reporter, GFP fluorescence, 18 h; TGF-beta stimulated, 500 pg/mL final; Potency, µM (top dose mostly 46.1 µM), inactives show at the highest dose activity, negative = inhibition, usual class: inhibitors; hit rate 1.2% among 410,000; also: potency is read from the fitted curve at half-maximal effect; % is scaled to controls: 0 for no effect and ±100 for the full control effect; nearly all actives have a fitted effect of over 65% in size
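HEPG2 CAGA-GFP reporter cells (1000/well, DMEM with 1% FBS) received compounds, then recombinant TGF-beta at 500 pg/mL final for 18 hours at 37 degrees C. Per-cell GFP summed per well was normalised to unstimulated and stimulated DMSO controls before curve fitting.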
Akt phos inh: blocks phosphorylation of Akt; Neuro2A IGF-stimulated pAkt S473 HTRF, 20 min; stronger effect = lower value; activity change, % for hits at 50 µM; hit rate 0.32% among 360,000; AID 651550; in the data active = activity change below about -80%; inconclusive = mostly about -51% to -80%; also: % is scaled to controls: 0 for no effect and ±100 for the full control effect
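Neuro2A cells (4,500/well, DMEM with 0.5% FBS) were treated with compound at a single 50 µM final concentration, stimulated with 6 nM IGF for 20 min at 37 °C, and lysed. Phospho-Akt Ser473 was read by HTRF as 665/615 ratio ×10^4.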
EPAC2 ag: EPAC2 (human) agonism. Q8WZA2. EPAC2 activation, biochemical qHTS; response scale: 100% = 6.5 mM cAMP response. Potency, µM (doses to about 154 µM), for the others: at the top dose activation, usual class: activators. hit rate 0.079% among 360,000. AID 720711; also: potency is read from the fitted curve at half-maximal effect; nearly all actives have a fitted effect of over 50% in size
Target sequence (Q8WZA2 whole entry, looked up): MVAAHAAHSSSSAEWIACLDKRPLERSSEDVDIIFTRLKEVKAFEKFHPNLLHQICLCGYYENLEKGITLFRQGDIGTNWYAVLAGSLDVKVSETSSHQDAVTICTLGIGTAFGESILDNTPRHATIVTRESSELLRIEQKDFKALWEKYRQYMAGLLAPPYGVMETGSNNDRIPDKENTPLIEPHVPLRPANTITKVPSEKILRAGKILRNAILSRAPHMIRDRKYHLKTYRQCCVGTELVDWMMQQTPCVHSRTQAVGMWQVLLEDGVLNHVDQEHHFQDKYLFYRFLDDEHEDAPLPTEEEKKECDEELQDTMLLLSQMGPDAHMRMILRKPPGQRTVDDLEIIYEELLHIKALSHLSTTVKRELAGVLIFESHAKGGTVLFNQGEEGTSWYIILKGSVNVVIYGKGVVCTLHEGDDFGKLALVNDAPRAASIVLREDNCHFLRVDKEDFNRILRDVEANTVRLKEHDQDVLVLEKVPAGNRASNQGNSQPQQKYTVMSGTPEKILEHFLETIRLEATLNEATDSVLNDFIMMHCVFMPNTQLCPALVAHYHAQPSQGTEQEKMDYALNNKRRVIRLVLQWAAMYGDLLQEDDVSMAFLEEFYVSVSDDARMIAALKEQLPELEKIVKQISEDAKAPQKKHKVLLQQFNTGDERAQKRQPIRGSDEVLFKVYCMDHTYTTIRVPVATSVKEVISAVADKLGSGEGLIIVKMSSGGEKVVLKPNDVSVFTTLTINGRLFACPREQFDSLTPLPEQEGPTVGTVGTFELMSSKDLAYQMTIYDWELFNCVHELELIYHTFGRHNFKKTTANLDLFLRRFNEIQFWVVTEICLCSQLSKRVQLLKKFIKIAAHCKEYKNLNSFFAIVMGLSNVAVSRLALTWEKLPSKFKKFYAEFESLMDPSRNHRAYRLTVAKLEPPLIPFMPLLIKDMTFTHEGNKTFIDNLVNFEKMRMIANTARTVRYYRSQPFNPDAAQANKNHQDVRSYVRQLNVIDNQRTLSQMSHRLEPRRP
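Each well held 100 nM EPAC2, 250 nM RAP1B-BODIPY-GDP and 50 uM GDP. Fluorescence, read at 5-min intervals to 30 min, was referenced to a 6.5 mM cAMP positive control.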
EPAC2 antagonist: blocks human EPAC2 exchange factor; Potency, µM (doses to about 114 µM), inactives show at the top dose activity, negative = inhibition, usual class: inhibitors; hit rate 0.18% among 360,000; EPAC2 GEF exchange of Rap1B-BODIPY-GDP, fluorescence; AID 720708; also: potency is read from the fitted curve at half-maximal effect; % is scaled to controls: 0 for no effect and ±100 for the full control effect; nearly all actives have a fitted effect of over 45% in size; many of its hits are not listed in these tables
Nrf2 ARE act: Nrf2 pathway activation. AREc32 ARE-luciferase reporter (MCF7-derived line), luminescence, 24 h. Potency, µM (doses to about 46.1 µM), without a hit: top-dose activation, most hits filed as activators. hit rate 0.31% among 410,000. AID 624171; also: potency is read from the fitted curve at half-maximal effect; % of control where 0% means no effect; nearly all actives have a fitted effect of over 65% in size
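Reporter line AREc32 (ARE-Fluc), seeded overnight in OPTI-MEM with 5% FBS; compound pin-transferred, 24 hr at 37 deg C, 5% CO2; luminescent read-out.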
A549 viability: counter-screen for Nrf2 inhibitors: cytotoxicity in A549 cells | Potency, µM (doses to about 46 µM), without a hit: at the top dose activity change, negative = cytotoxicity, usual class: inhibitors | A549 ARE-Fluc cells, CellTiter-Fluor viability, 18-24 h | hit rate 0.16% among 390,000 | AID 504648; also: potency is read from the fitted curve at half-maximal effect; % is scaled to controls: 0 for no effect and ±100 for the full control effect
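A549 ARE_Fluc cells in 5% FBS OPTI-MEM were exposed to compounds in concentration-response for 18-24 h at 37 deg C. Viability was read by CellTiter-Fluor fluorescence (Ex 405/Em 525) after 30 min, before the luciferase read.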
CCT chaperon mod: changes cytosolic chaperonin activity; purified chaperonin ATPase assay, HTRF ADP detection, 30 min; activity change, % (test concentration not listed), hits read low; hit rate 0.3% among 360,000; in the data active = activity change below about -30%; also: % is scaled to controls: 0 for no effect and ±100 for the full control effect
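Nucleotide hydrolysis assay: TRiC at 20–40 nM final (set by batch activity) with 10 uM ATP, 30 min at 37 °C, in presence of 76 uM compound. Detection by competitive ADP HTRF, 30 min ambient.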
MmCpn inh: inhibitors of Methanococcus maripaludis chaperonin (MmCpn) | Potency, µM (series often up to 76.9 µM), for the others: top-dose activity, negative = inhibition, hits mostly inhibitors | AID 504842 | hit rate 0.031% among 330,000 | purified Mm-Cpn ATPase, ADP Transcreener TR-FRET; also: potency is read from the fitted curve at half-maximal effect; % is scaled to controls: 0 for no effect and ±100 for the full control effect; nearly all actives have a fitted effect of over 80% in size
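Eu-cryptate anti-ADP/ADP-d2 competition gives a ratio inversely related to ADP. Enzyme at 25 nM was pre-exposed to compound for 10 min, then given 10 uM ATP for 30 min, 37°C throughout.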
Nrf2 block: inhibitors of Nrf2 signaling. hit rate 2.1% among 360,000. A549 ARE-Fluc reporter, luciferase luminescence, 18-24 h. Potency, µM (top dose mostly 46 µM), for inactives: at the highest dose activity change, negative = inhibition, actives largely listed as inhibitors; also: potency is read from the fitted curve at half-maximal effect; % is scaled to controls: 0 for no effect and ±100 for the full control effect; nearly all actives have a fitted effect of over 60% in size
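Quantitative HTS in A549 cells stably bearing an antioxidant response element-firefly luciferase construct. Inhibition of Nrf2-driven transcription was scored by luminescence after 18-24 h of compound exposure at 37 °C.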
Numbers without * were called inactive; i = inactive; ? = inconclusive; · = no result given; [ ] = another dose, or the depositor's remark. Unless noted, calls follow the shape of the dose curve; as a rule, active = well fitted curve in the direction sought with a large enough effect; inconclusive = small, poorly fitted or top-dose-only effect, or another doubt; inactive = no such curve, though single readings can be large; an effect the other way counts as inactive or inconclusive. Only part of the results is shown, so the mix of outcomes need not match the whole.

SMILES | TGFb SMAD3 inh | Akt phos inh | EPAC2 ag | EPAC2 antagonist | Nrf2 ARE act | A549 viability | CCT chaperon mod | MmCpn inh | Nrf2 block
Nc1nnc(CC(=O)N/N=C/c2ccc(-c3ccc(Cl)cc3Cl)o2)s1 | -3% | i | 14% | -10% | 0.1% | 0% | -2.3 | -4% | 4%
CCCCCc1cc(=O)oc2c(C(CCN3CCCC(C)C3)c3ccc(N(C)C)cc3)c(OC)cc(OC)c12 (centres undefined) | ? | i | -2% | -17% | -3.6% | ? | 0.8 | -3% | 5%
COc1ccccc1CCNC(=O)c1csc2c1CCCC2 | 5% | i | 13% | -13% | 0.6% | 0% | 1.1 | -1% | -11%
COc1ccc(C(=O)N2CCC2(C)C(=O)O)cc1F (centres undefined) | 15% | · | 11% | -7% | -1.0% | · | -0.8 | · | ·
OCn1ncn(-c2ccccc2)c1=S | ? | i | 10% | 3% | -0.1% | -6% | 0.3 | -1% | 25%
CN(c1ccccc1)S(=O)(=O)c1cccc(NC(=O)C2CC(=O)N(Cc3ccccc3)C2)c1 (centres undefined) | ? | i | 9% | -5% | -0.3% | 8% | 1.1 | 0% | ?
CCOC(=O)C1CCN(C(=O)C2CC(=O)N(c3ccc(C)cc3)C2)CC1 (centres undefined) | -2% | i | 10% | -3% | 0.1% | -5% | -2.9 | 1% | 4%
CCOc1ccc2c(c1)cc(CN(C(=O)CC)C1CCCCC1)c1nnnn12 | -19% | i | -8% | 3% | -0.6% | -6% | 0.5 | -2% | 8%
O=C(Nc1ccc2c(c1)OCO2)N1CCOCC1 | 4% | i | 3% | 6% | 0.4% | -3% | 0.1 | 0% | 15%
O=C(CSc1nc2c(oc3ccccc32)c(=O)n1CC1CCCO1)NCc1ccc(F)cc1 (centres undefined) | 11% | i | -13% | -4% | -0.2% | -9% | -0.9 | 0% | 0%
COc1ccc(OC)c(S(=O)(=O)N2CCCC(C(=O)NCc3ccco3)C2)c1 (centres undefined) | -7% | i | 6% | -7% | -0.5% | 2% | 0.1 | -2% | -1%
COC(=O)C(CCSC)NC(=O)CNS(=O)(=O)c1ccc(Br)cc1 (centres undefined) | -13% | i | 0% | 11% | -0.5% | -1% | 2.1 | 2% | -14%
CCOC(=O)C(=O)Nc1nc(-c2ccccc2)c(-c2ccccc2)o1 | -5% | i | 6% | 8% | 1.0% | 3% | 1.4 | 0% | 6%
CC(C)CCC1(CCNC(=O)c2cccs2)CCOC(C)(C)C1 (centres undefined) | -16% | i | -2% | -13% | 3.7% | -6% | -1.9 | 1% | -24%
CCc1ccc(N2C(=O)Cc3c2nc(N)c(C#N)c3N)cc1 | -34% | i | 2% | -9% | 6.9% | 11% | -0.6 | 0% | ?
O=C(Nn1cnc2ccccc2c1=O)c1ccc(F)cc1Cl | 4% | i | 6% | 2% | 4.5% | -6% | -2.9 | 0% | ?
Cc1cc2nnc(SCC(=O)N(C)C3CCS(=O)(=O)C3)n2c2ccccc12 (centres undefined) | 10% | i | 4% | 2% | 0.8% | 8% | 1.4 | -20% | 12%
CCOC(=O)c1c(C)oc2ncnc(Nc3cc(C)cc(C)c3)c12 | 7% | · | · | · | -1.0% | 0% | · | · | ?
CC(C)Cn1c(C2CC(=O)N(c3ccccc3Cl)C2)nc2ccccc21 (centres undefined) | 3% | · | · | · | -0.8% | 0% | · | · | 5%
CC(OC(=O)C1CCN(S(=O)(=O)c2ccc(C(C)(C)C)cc2)CC1)C(=O)N(C)C1CCCCC1 (centres undefined) | -8% | i | 9% | -13% | 0.3% | -8% | -0.9 | · | ?
COc1ccc(NC(=O)c2cccc(N3C(=O)C4CC=C(C)CC4C3=O)c2)c(OC)c1 (centres undefined) | 2% | i | 9% | -7% | 2.3% | 0% | -0.1 | 2% | -3%
COc1ccc(N2CCN(C(=O)c3ccc(S(=O)(=O)N4CCOCC4)cc3)CC2)cc1 | -19% | i | 4% | 2% | -0.3% | 3% | -3.2 | 2% | -6%
Cc1cccnc1NC(=O)CSc1ccc2c(c1)OCCO2 | -5% | i | 6% | -5% | 0.6% | ? | 2.4 | -2% | 9%
COc1ccc(N2CCN(Cc3cc(=O)oc4cc(-c5ccccc5)c(O)cc34)CC2)cc1 | 2% | i | -25% | 1% | 2.5% | -15% | -0.3 | 0% | -17%
COCCN(C(=O)COC(=O)CC(C)c1ccccc1)c1c(N)n(Cc2ccccc2)c(=O)[nH]c1=O (centres undefined) | -15% | i | -3% | 24% | -0.3% | 2% | -1.8 | -2% | 1%
(listing goes on)
SMILES | TGFb SMAD3 inh | Akt phos inh | EPAC2 ag | EPAC2 antagonist | Nrf2 ARE act | A549 viability | CCT chaperon mod | MmCpn inh | Nrf2 block
CCCC(=O)N1CCN(c2ccc(NC(=S)NC(=O)c3cccc(C)c3)cc2)CC1 | 0% | i | 10% | -3% | -0.1% | -29% | -8.2 | -7% | 15µM*
CC(C)(C)c1cc(Cc2ccccc2)[nH]n1 | 4% | i | -1% | -3% | -0.6% | -3% | -2.6 | -7% | ·
COC(=O)c1ccc(/C=N/N2C(C)CCCC2C)cc1 (centres undefined) | -6% | i | 7% | -1% | 0.3% | 0% | -2.9 | 0% | 27%
Cc1ccc(NC(=O)CC2SC3=NCCN3C2=O)cc1 (centres undefined) | 2% | i | 0% | 5%[57.1 µM] | 0.1% | 3% | -2.2 | 0% | 18%
COc1ccccc1C(=O)Nc1cccc2nc(C)ccc12 | 1% | i | -4% | -1% | 1.7% | -5% | -0.9 | 0% | -14%
COc1cccc(C(=O)NCC(=O)OCc2ccc(F)cc2Cl)c1 | 5% | i | 7% | -4% | -0.1% | 6% | 1.3 | 1% | 12%
CCCCCOC(=O)Cc1c(C)nc(-c2ccccc2)[nH]c1=O | 34% | i | -8% | -2% | 0.4% | 4% | -0.5 | -2% | ?
CCOC(=O)c1c(CN2CCC(C)CC2)n(C)c2cc(Br)c(OC)cc12 | -9% | i | -2% | 2% | -1.0% | -1% | -0.9 | 0% | -24%
COc1cc(/C=N/NC(=O)c2ccc(Cn3cc([N+](=O)[O-])cn3)o2)cc(Br)c1O | 16µM* | i | 3% | -3% | 4.4% | -8% | 1.7 | -8% | 23%
COC(=O)c1ccccc1Oc1cnc2ccccc2n1 | -3% | i | 7% | -8% | 0.1% | 3% | 1.0 | 0% | -16%
COCc1c(Br)c(C)nc(OCC(=O)N/N=C/c2cc(C)n(-c3ccc([N+](=O)[O-])cc3)c2C)c1C#N | -1% | i | 1% | 1% | 0.4% | 1% | 0.5 | -1% | -1%
Fc1ccc2c(c1)-c1c(cnc3cc(-c4ccc(Cl)cc4)nn13)CO2 | -7% | · | · | · | 0.8% | -5% | · | · | ?
O=C(NCc1ccccn1)C1Nc2ccc(C(F)(F)F)cc2C2C=CCC12 (centres undefined) | ? | i | -1% | -7% | -0.1% | 3% | -3.7 | · | -13%
N#CCC(=O)N/N=C/c1coc2ccccc2c1=O | 0% | i | 7% | 1% | -0.8% | -11% | -1.5 | -1% | 2%
Cc1nnc(SCC(=O)N(CC(C)C)c2c(N)n(CC(C)C)c(=O)[nH]c2=O)n1-c1ccccc1 | 8% | i | 3% | 15% | 0.2% | 2% | 0.3 | 2% | 11%
N#Cc1cc(C(=O)c2ccccc2O)cn(-c2nccs2)c1=O | 18% | i | 100µM* | 77%[activator] | 22µM* | 0% | 0.1 | -6% | -2%
C=CCOC(=O)C1=C(C)NC(C)=C(C(=O)OCC=C)C1/C=C/c1ccccc1 | ? | i | -6% | -18% | 0.0% | -21% | -0.7 | -4% | ?
COc1ccc(N2CC(C)Cn3c2nc2c3c(=O)n(Cc3ccccc3)c(=O)n2C)c(OC)c1 (centres undefined) | -15% | i | 16% | -23% | 0.2% | ? | -1.3 | -5% | -6%
CC(=O)Nc1cccc(NC(=O)NC2CC(=O)N(c3ccc4c(c3)OCCO4)C2)c1 (centres undefined) | -13% | i | 9% | 6% | -0.3% | · | -0.5 | · | ·
CCCCCCC#Cc1ccc2c(c1)COc1c3ccccc3nn1-2 | -1% | i | 12% | 5% | 0.7% | 3% | -2.2 | -1% | ?
CN(C)S(=O)(=O)c1cccc(C(=O)OCC(=O)Nc2ccc3c(c2)OCCO3)c1 | 5% | i | 5% | -1% | 3.0% | -8% | -0.2 | 1% | -5%
CNc1ccc(OC)cc1-n1cnc(-c2ccc([N+](=O)[O-])cc2)c1 | 4% | i | -1% | -8% | 0.6%[9.22 µM] | 2% | 0.5 | 1% | -12%
COc1ccc(Cl)cc1NC(=O)c1cc2ccccn2n1 | ? | · | · | · | 5.6µM* | 13% | · | · | ?
COc1cc(/C=C/C(=O)OCC(=O)NCc2ccc3c(c2)OCO3)cc(OC)c1OC | 9% | i | -6% | 7% | 0.2% | -5% | -3.1 | -14% | 0%
CCCCCN(C(=O)CCC(=O)OCc1cccc(F)c1)c1c(N)n(CCCC)c(=O)[nH]c1=O | 0% | i | -16% | 4% | -0.3% | -6% | 1.2 | 2% | -21%
Cc1ccc(SCC(=O)OC(C)C(=O)NC2(C#N)CCCCC2)cc1 (centres undefined) | 1% | i | 4% | -27% | 0.2% | -2% | 1.7 | -3% | -2%

An excerpt from above, reduced to CCT chaperon mod.
| mol | CCT chaperon mod |
| --- | --- |
| COc1ccc(NC(=O)c2cccc(N3C(=O)C4CC=C(C)CC4C3=O)c2)c(OC)c1 (centres undefined) | -0.1 |
| CC(C)(C)c1cc(Cc2ccccc2)[nH]n1 | -2.6 |

Structures above marked active in Nrf2 block:
SMILES	Akt phos inh	EPAC2 ag	EPAC2 antagonist	CCT chaperon mod	MmCpn inh	Nrf2 block
CCCC(=O)N1CCN(c2ccc(NC(=S)NC(=O)c3cccc(C)c3)cc2)CC1	i	10%	-3%	-8.2	-7%	15µM*
